# Screening data as filed in PubChem BioAssay.
# All columns: NCI-60 one-dose screen, growth in % after 48 h at 10 µM unless noted; 100 = growth as untreated, 0 = no growth, -100 = all killed.
# HCT-15 = HCT-15 colon cancer | 82,000 tested, 5.2% active | AID 1794746
# NCI-H226 = NCI-H226 lung cancer; 79,000 tested, 3.5% active; AID 1794732
# NCI-H322M = NCI-H322M lung cancer. 80,000 tested, 2.7% active. AID 1794733
# NCI-H23 = NCI-H23 lung cancer | 80,000 tested, 4% active
# NCI-H460 = NCI-H460 lung cancer. 82,000 tested, 6.8% active
# NCI/ADR-RES = NCI/ADR-RES ovarian cells; 81,000 tested, 4.4% active
# HCT-116 = HCT-116 colon cancer; 82,000 tested, 7.3% active; AID 1794798
# COLO 205 = COLO 205 colon cancer. 79,000 tested, 7.3% active. AID 1794742
# NCI-H522 = NCI-H522 lung cancer; 78,000 tested, 8% active
# * hit, by the source's call; . = no result given; & = joins results of further samples; [ ] = dose if it differs, or a comment. How the source made its calls: active means growth percent below 10; inactive means the rest.
entry	canonical_smiles	HCT-15	NCI-H226	NCI-H322M	NCI-H23	NCI-H460	NCI/ADR-RES	HCT-116	COLO 205	NCI-H522
1	CC(C)(O)CN/C=C(\C(=O)OC(C)(C)C)N1C(=O)C2CCCCC2C1=O (stereo unspecified)	102	101	96	111	111	116	100	110	102
2	C=CCOC(=O)C1=C(C)NC2=C(C(=O)CC(c3ccc(Cl)cc3)C2)C1c1ccc(O)cc1 (stereo unspecified)	75	88	98	96	98	105	90	103	78
3	O=C(c1ccc(Nc2nccc(NCCCCNc3ccnc4cc(Cl)ccc34)n2)cc1)N1CCCCC1	11	91	51	45	13	89	-19*	-59*	33
4	NC(=O)NCNC(N)=O	103	102	107	114	116	111	103	126	103
5	O=CCCCC(O)C=O (stereo unspecified)	108	.	109	96	101	99	109	100	107
6	c1ccc2[nH]c(-c3cscn3)nc2c1	112	95	109	106	120	113	102	109	101
7	COc1cccc(C(=O)Nc2cccc(-c3cc(=O)c4c(O)c(OC)c(OC)cc4o3)c2)c1	42	64	69	67	54	56	56	95	43
8	CC(=O)O[C@H]1CC[C@]2(C)[C@H]3CC=C4[C@@H]5[C@@H](C)[C@H](C)CC[C@]5(C(=O)OCC(COC(=O)C(Cl)Cl)(COC(=O)C(Cl)Cl)NC(=O)C(Cl)Cl)CC[C@@]4(C)[C@]3(C)CC[C@H]2C1(C)C	51	80	101	75	53	78	27	55	54
9	COC(=O)c1ccc(CSc2ccccc2NC(=S)Nc2cccc(C(F)(F)F)c2)o1	93	95	84	93	98	88	97	109	82
10	NNC(=O)CNC(=O)Nc1n[nH]c(=S)s1	109	.	103	100	105	104	94	107	89
11	CC1CNC(=S)N(c2ccccc2)C1=O (stereo unspecified)	99	99	.	100	102	100	111	107	105
12	CCN(CC)CCSc1nc2ccccc2s1	109	118	108	101	105	100	105	108	105
13	CC(c1ccccc1)N1CSC2=NC(O)=CC(N)N2C1 (stereo unspecified)	108	105	114	108	115	107	105	121	99
14	Cc1ccc(C2=NN(c3ccc(S(=O)(=O)NC(=O)NCc4ccccc4)cc3)C(c3ccc(N(C)C)cc3)C2)c(C)c1 (stereo unspecified)	33	78	56	49	31	34	40	62	50
15	Cc1ccc2c(Cl)cc(Cl)c(O)c2n1	106	99	97	104	108	102	101	103	88
16	O=C(Nc1ncc(Cc2cc(C(F)(F)F)ccc2Cl)s1)C1COc2ccccc2O1 (stereo unspecified)	54	.	87	78	95	79	67	85	63
17	CC(C)CSc1nc(NC2CC2)c(C#N)c(-c2ccc(C(C)C)cc2)n1	101	101	112	102	115	101	105	125	91
18	CC(CCC(=O)O)C1CCCC1 (stereo unspecified)	101	100	108	95	109	98	85	100	84
19	Cc1ccc(N=Nc2c(N)nn3c(-c4ccc(C)cc4)c(-c4nc5ccccc5s4)c(N)nc23)cc1	92	92	95	99	98	101	102	100	98
20	CCC(C)(C)N	100	100	104	109	108	110	99	110	104
21	CN1CN(C2CCCCC2)CSC1=S	82	93	76	85	96	98	82	50	79
22	NC1=Nc2ccccc2C(=O)N2CCC[C@@H]12	105	89	106	101	102	103	96	101	84
23	Nc1nc2c(N=Nc3ccc(Cl)cc3)c(N)nn2cc1-c1nc2ccccc2s1	100	89	92	96	102	97	99	90	92
24	O=C(O)c1cn(C2CC2)c2cc(N3CCN(C(=O)CCCN4C(=O)CSC4=O)CC3)c(F)cc2c1=O	113	101	103	94	108	106	107	115	.
25	CCC(C)[C@H](NC(=O)Nc1cc(C(F)(F)F)cc(C(F)(F)F)c1)C(=O)N[C@@H](Cc1cn(C)cn1)C(=O)OC (stereo partly specified)	-83*[100 µM]	-51*[100 µM]	-97*[100 µM]	-83*[100 µM]	-64*[100 µM]	-49*[100 µM]	-93*[100 µM]	-84*[100 µM]	.
26	N=C(N)SCc1ccc([N+](=O)[O-])cc1[N+](=O)[O-]	51	99	106	75	81	67	24	69	24
27	Cc1ccc(C)c([N+](=O)[O-])c1	96	118	113	110	109	110	97	113	.
28	COc1ccc2oc(=O)cc(Cn3cc(Cn4cnc5c4c(=O)n(C)c(=O)n5C)nn3)c2c1	105	.	101	101	105	105	102	110	99
29	O=C(/C=C/c1ccc(-c2ccccc2)cc1)c1nc2ccccc2n1Cc1ccccc1	82	96	94	93	88	103	93	103	92
30	Cc1ccc(C2C(C#N)=C(N)Oc3n[nH]c(-c4ccc(Cl)cc4)c32)cc1C (stereo unspecified)	101	99	91	96	103	97	99	114	97
31	CCCCC1=c2c([nH]c3ccc(OC)cc23)=NC2C=CC=NC12 (stereo unspecified)	84	89	86	81	81	97	75	106	84
32	Cc1c2ccccc2cc[n+]1C	111	111	125	111	112	111	103	116	126
33	O=C1CCC(NNC(=O)c2cccnc2)N1 (stereo unspecified)	105	111	106	92	117	100	95	121	91
34	O=C(O)Cc1c(Cl)ccc(Cl)c1Cl	100	97	91	102	100	108	97	99	78
35	N#CC12C(=O)NC(=O)C1(C#N)C2C(=O)c1ccccc1 (stereo unspecified)	101	95	103	101	117	101	103	124	100
36	O=C(Nc1ncccc1OCc1cccc(Cl)c1)NC12CC3CC(CC(C3)C1)C2	86	78	89	95	99	90	83	91	71
37	COC/C=C(/COC)OC	106	103	134	104	109	106	103	103	100
38	O=c1c2cnn(-c3ccccc3)c2n2c(-c3ccccc3)nnc2n1-c1ccccc1	97	85	.	94	83	79	81	103	53
39	COc1ccc2c(c1)=NC(=O)/C(=C\c1sc(Nc3ccc(S(N)(=O)=O)cc3)nc1O)C=2	97	101	96	81	108	103	96	104	93
40	O=c1cc(-c2ccccc2)oc2cc(OCc3cn(Cc4ccc(F)cc4)nn3)cc(O)c12	94[100 µM]	61[100 µM]	86[100 µM]	46[100 µM]	71[100 µM]	43[100 µM]	49[100 µM]	103[100 µM]	15[100 µM]
41	COc1ccc(OC)c(/C=N\NC(=O)N/N=C/c2cc(OC)ccc2OC)c1	95	95	92	101	111	104	106	107	85
42	O=[N+]([O-])c1ccc(C2=NCCO2)cc1	113	110	110	103	104	102	90	113	24
43	O=C(C[n+]1ccncc1)c1ccc(I)cc1	105	87	107	106	104	104	92	101	83
44	Cc1c2c(c(C)c3c1oc1ccc(O)cc13)C(=O)N(N)C2=O	82	94	75	71	50	83	75	75	65
45	COc1ccc(-c2cc3c(oc2=O)-c2ccccc2OC3OC(C)=O)cc1 (stereo unspecified)	86	94	100	93	104	94	74	97	88
46	O=C(Nc1n[nH]c(Nc2ccccc2)c1S(=O)(=O)c1ccccc1)c1ccccc1	101	106	115	98	114	107	101	129	108
47	C#CCn1cc(/C=N/Nc2nc(-c3ccc(Br)cc3)cs2)c2ccccc21	95	95	94	87	97	101	85	115	89
48	CC(=O)NC(Cc1ccccc1)C(C)=O (stereo unspecified)	95	.	109	97	103	102	85	98	91
49	O=C1/C(=C/c2ccc([N+](=O)[O-])cc2)COc2ccc(O)c(O)c21	-46*	51	43	11	-17*	11	-34*	16	-53*
50	Nc1ncnc2c1C(c1ccc(F)cc1)c1sc3c(Br)cccc3c1O2 (stereo unspecified)	98	78	.	84	96	95	93	108	76

# (next part)
entry	canonical_smiles	HCT-15	NCI-H226	NCI-H322M	NCI-H23	NCI-H460	NCI/ADR-RES	HCT-116	COLO 205	NCI-H522
51	O=C1C=C(c2cccs2)C[C@H](c2cccs2)[C@H]1n1nnc2ccccc21	96	.	.	102	108	101	97	113	88
52	COc1cc(CNC(=O)Cc2ccccc2)ccc1OCc1cn(-c2ccc(Cl)c(Cl)c2)nn1	100	.	101	99	100	89	92	.	87
53	CN1CCN(CCCNC(=O)c2sc3cc(Cl)ccc3c2Cl)CC1	97	94	98	98	103	95	97	100	99
54	O=C(O)c1cccc(S(=O)(=O)O)c1	101&102	95&104	95&98	107&105	103&105	106&99	107&93	131&110	91
55	COc1nc2c(c(=O)n1C)CN(c1ccccc1)C(=O)CN2C	53[100 µM]	52[100 µM]	62[100 µM]	57[100 µM]	59[100 µM]	54[100 µM]	49[100 µM]	69[100 µM]	67[100 µM]
56	COc1ccc(S(=O)(=O)NCCNc2nccc(-c3c(-c4cccc(OC)c4)nc4sccn34)n2)cc1	98	93	102	98	101	92	95	103	90
57	CC(=O)O[C@H]1CC[C@]2(C)[C@H]3CC(=O)[C@H]4[C@@H]5CC(C)(C)CC[C@]5(C(=O)OC(=O)[C@]56CCC(C)(C)C[C@H]5[C@@H]5C(=O)C[C@@H]7[C@@]8(C)CC[C@H](OC(C)=O)C(C)(C)[C@@H]8CC[C@@]7(C)[C@]5(C)CC6)CC[C@@]4(C)[C@]3(C)CC[C@H]2C1(C)C	104	101	96	101	105	104	97	100	87
58	O=C1CCCN1C(O)CCN(Cc1ccc(Cl)cc1)Cc1ccc2c(c1)OCO2 (stereo unspecified)	90	105	95	108	111	100	96	116	103
59	Cn1ncc2c(=O)nc3c(-c4nc5ccccc5[nH]4)n[nH]n3c21	120	111	103	100	104	109	104	119	104
60	CCOC(=O)CN1CCN(CC(=O)NC(c2ccccc2)c2ccc(Cl)cc2)CC1 (stereo unspecified)	105	90	98	101	104	99	85	94	66
61	COC(=O)C1(C)CCC[C@]2(C)[C@H]3C[C@H]4C(C(C)C)=C[C@]3(CC[C@@H]12)[C@@H]1C(=O)CC[C@H](OC(=O)c2ccco2)[C@@H]14 (stereo partly specified)	88	82	101	89	94	83	86	96	82
62	COc1cc(CCC(N)c2cccc(O)c2)cc(OC)c1OC (stereo unspecified)	102	101	99	101	106	107	99	91	.
63	Clc1ccc(-c2cc3ccccc3c3nc4ccccc4nc23)cc1Cl	109	100	105	99	108	106	105	98	92
64	CSc1nc2nc3c(c(-c4ccc(Cl)cc4)c2c(=O)n1C)CCC/C3=C\c1ccc(Cl)cc1	97	102	113	86	105	100	99	.	80
65	O=S(=O)(Nc1ncc(Cl)cn1)c1ccccc1	100	91	103	101	106	105	99	100	99
66	COc1ccc(C2NC(=S)NC(C)=C2C(C)=O)cc1 (stereo unspecified)	109	93	106	104	102	107	98	117	87
67	COC(=O)c1nnn(-c2cc(Cl)ccc2Cl)c1N	101	89	95	94	107	100	97	103	106
